Bioassay records as filed in PubChem.
PRMT1 inh – PRMT1 methyltransferase inhibitors, primary screen, biochemical, fluorescence polarization; inhibition, % at 2.79 µM; AID 652257, 2013; Protein arginine N-methyltransferase 1 (Homo sapiens), Q99873; recombinant PRMT1, activity-based probe fluorescence polarization; actives 1.3% (n = 370,000);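 active = inhibition above about 21% made by adding two undisclosed values, limit read from the data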
Target sequence (Q99873 whole entry, looked up): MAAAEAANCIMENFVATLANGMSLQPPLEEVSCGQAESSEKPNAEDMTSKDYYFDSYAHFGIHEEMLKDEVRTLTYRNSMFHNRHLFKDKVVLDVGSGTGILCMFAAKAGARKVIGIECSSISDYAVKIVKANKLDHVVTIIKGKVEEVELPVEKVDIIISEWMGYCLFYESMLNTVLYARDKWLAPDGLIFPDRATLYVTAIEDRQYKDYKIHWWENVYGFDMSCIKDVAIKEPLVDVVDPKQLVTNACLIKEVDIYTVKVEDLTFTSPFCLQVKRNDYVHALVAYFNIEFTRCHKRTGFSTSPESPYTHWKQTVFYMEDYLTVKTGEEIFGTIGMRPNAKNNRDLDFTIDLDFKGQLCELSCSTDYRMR
TCR-CD3 inh – inhibitors of human TCR-CD3 interaction, primary screen, biochemical, fluorescence, TAMRA-labeled TCR probe. T-cell receptor (TCR). inhibition, % at 9.4 µM. actives 0.37% (n = 360,000). AID 651800, 2012; in the data active = inhibition above about 19%;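 note: recombinant mutant TCR 2C K166C tagged with TAMRA read by polarization; 0% = receptor in buffer alone and 100% = receptor with positive control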
GC-B act – human GC-B receptor activators, primary screen, HEK293 GC-B cells, cGMP TR-FRET, EC30 CNP. Atrial natriuretic peptide receptor 2 (Homo sapiens), P20594. 0% at EC30 CNP, 100% saturating CNP. activation, % at 10 µM. actives 0.11% (n = 370,000);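 active = activation at 10 µM reaching about 35% in either raw or pattern-adjusted values, limit read from the data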
HTRA1 inhibitor – HTRA1 serine protease inhibitors, primary screen, biochemical, fluorescence polarization, HTS | inhibition, % at 5.96 µM | actives 0.5% (n = 340,000) | Q92743 | recombinant HTRA1, FP-rhodamine activity-based probe; in the data active = inhibition above about 36%;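 note: 0% = enzyme with DMSO and 100% = wells lacking enzyme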
TDP2 inh – human TDP2 enzyme inhibitors, primary screen, biochemical, epi absorbance, recombinant enzyme; AID 720702, 2013; actives 0.34% (n = 370,000); Tyrosyl-DNA phosphodiesterase 2 (Homo sapiens), O95551; T5PNP hydrolysis, p-nitrophenol absorbance 415 nm; inhibition, % at 12.8 µM;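 active = inhibition above the mean of all tested compounds plus 3 SD, set per campaign, cut at about 25% in these data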;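 note: 0% = DMSO with enzyme and 100% = buffer with substrate but no TDP2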
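test system = human TDP2 enzyme | input = TDP2 enzyme at 120 nM final | medium = 50 mM Tris-HCl pH 7.5 with Mg2+, KCl, DTT, BSA | also added = T5PNP substrate, 5 mM | times = 2 h at 37 °C | technique = epi absorbance | benchmarks = high control without enzyme, low control DMSO plus TDP2 | replication = each compound tested once, singlicate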
rCAG RNA binder – binders of r(CAG) RNA repeats, primary screen, biochemical, fluorescence; r(CAG) RNA repeat, TO-PRO-1 dye displacement fluorescence; inhibition, % at 3 µM; actives 1.3% (n = 370,000); AID 651821, 2012;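 active = inhibition above the plate cutoff, the mean of all test compounds on that plate plus 3 SD, cut at about 35% in these data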;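 note: 0% = DMSO alone and 100% = 100 µM mitoxantrone as full dye displacement; higher means more dye released from RNA so lower well fluorescence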
mABHD4 FP – ABHD4 inhibitors, primary screen, biochemical, fluorescence polarization, mouse; (Lyso)-N-acylphosphatidylethanolamine lipase (Mus musculus), Q8VD66; purified mABHD4, FP-Rh probe fluorescence polarization; inhibition, % at 8.92 µM; actives 0.54% (n = 370,000); AID 720543, 2013;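 active = inhibition exceeding the mean over every tested compound plus 3 SD, cut at about 30% in these data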;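 note: 0% = plate median of compound wells and 100% = S159A mutant with DMSO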
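Test system: mouse ABHD4 enzyme, wild type. Reagent: FP-Rh fluorescent activity-based probe, added after compound pre-incubation. Timing: pre-incubation 45 min, probe exposure 60 min, at 25 °C. Technique: FP readout, ex 525 nm / em 598 nm. Benchmarks: high control S159A mutant with DMSO, low control median of compound wells.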
MBD2 DNA inh – inhibitors of MBD2 binding to methylated DNA, primary screen, biochemical, TR-FRET, DNA-binding domain, human. actives 0.31% (n = 370,000). inhibition, % at 4.4 µM. AID 686964, 2013. MBD2 binding to methylated oligonucleotide; in the data active = inhibition above about 13%
Target sequence (Q9UBB5 whole entry, looked up, the tested form may be a part): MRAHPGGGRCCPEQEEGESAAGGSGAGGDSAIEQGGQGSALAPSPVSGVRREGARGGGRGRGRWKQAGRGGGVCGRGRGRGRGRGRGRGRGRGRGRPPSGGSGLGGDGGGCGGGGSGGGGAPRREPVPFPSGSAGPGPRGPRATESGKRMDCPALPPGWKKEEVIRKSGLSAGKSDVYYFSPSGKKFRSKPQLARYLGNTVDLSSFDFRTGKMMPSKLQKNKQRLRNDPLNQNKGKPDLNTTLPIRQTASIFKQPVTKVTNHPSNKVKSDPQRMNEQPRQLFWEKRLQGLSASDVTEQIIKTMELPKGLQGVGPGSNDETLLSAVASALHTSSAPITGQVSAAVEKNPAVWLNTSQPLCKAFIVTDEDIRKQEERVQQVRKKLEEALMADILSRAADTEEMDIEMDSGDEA
SIAE inh – human SIAE inhibitors, primary screen, biochemical, fluorescence polarization, FP-Rh probe, 1536-well HTS | SIAE FP-Rh probe binding | inhibition, % at 9.66 µM | actives 0.69% (n = 370,000) | Sialate O-acetylesterase (Homo sapiens), Q9HAT2 | AID 1053197, 2014;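 active = inhibition above a cutoff: mean of compounds within the control limits plus 3 SD of those, cut at about 17% in these data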;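 note: 0% = plate median of compound wells and 100% = probe without SIAE protein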
LEDGF integ inh – blockers of LEDGF/p75-dependent integrase strand transfer – biochemical, TR-FRET, high throughput, primary screen; actives 0.64% (n = 370,000); inhibition, % at 3.7 µM; TR-FRET IN-LEDGF/p75 DNA integration, Eu/Cy5; AID 743269, 2014; HIV-1 integrase (with human LEDGF/p75);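 active = inhibition above the screen-wide mean plus 3 SD, cut at about 13% in these data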;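 note: signal is the Cy5 over europium emission ratio at 671 and 618 nm; 0% = plate median of compound wells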
The depositor's hits bear a star; / = no result given. A portion of the library; rates above refer to the full screens.

# | SMILES | PRMT1 inh | TCR-CD3 inh | GC-B act | HTRA1 inhibitor | TDP2 inh
1 | CCOC(=O)CSc1n[nH]c(=O)n1CCc1ccccc1 | 1 | -8 | 4 | -4 | 9
2 | CCOc1ccc(NC(=O)COC(=O)c2c(OC)cccc2OC)cc1 | 0 | 0 | 0 | -3 | -1
3 | O=C(CCCn1cc([N+](=O)[O-])cn1)NC1CCCCCC1 | -3 | 6 | -3 | 13 | 13
4 | COc1cccc(CN(CC(=O)NCC2CCCO2)C(=O)CNS(=O)(=O)c2ccccc2)c1 (stereo unspecified) | 0 | -6 | -5 | 0 | -6
5 | CCCCN(CC)CCNC(=O)c1cc2cc3ccc(Cl)cc3nc2o1 | 1 | 7 | 1 | 5 | -8
6 | COCCn1c(SCC(=O)c2ccc3c(c2)OCCO3)nnc1-c1ccoc1C | 3 | 0 | -5 | -8 | 0
7 | COc1ccc(OC)c(-n2c(-c3ccc(S(C)(=O)=O)cc3)cc(C=O)c2C)c1 | 0 | -3 | -4 | -9 | -10
8 | CC(C)(C)NC(=O)COc1coc(CN2CCN(C(=O)c3ccco3)CC2)cc1=O | 0 | 2 | -1 | -1 | 2
9 | COc1cc(NC(=O)CCNC(=O)Cn2cnc3ccccc3c2=O)cc(OC)c1OC | 0 | 2 | -2 | 3 | -3
10 | CCCC(=O)N1N=C(c2ccccc2)CC1c1cn(C)c2ccccc12 (stereo unspecified) | 0 | 5 | -10 | -34 | -10
11 | CCCC(=O)Nc1nc(C)c(-c2csc(Nc3ccccc3OC)n2)s1 | 7 | -5 | -4 | 7 | 9
12 | COc1cc(OC)cc(-c2c(Sc3ccccc3)c3cc(-c4ccc(SC)cc4)ccc3n2C)c1 | -4 | -2 | 1 | / | -3
13 | O=C(Nc1cccc(Cl)c1)c1ccc2ncsc2c1 | 32* | 1 | -3 | -30 | -21
14 | CCSc1c([N+](=O)[O-])c(=O)n(-c2ccccc2)c2ccccc12 | 0 | -2 | -2 | -4 | -7
15 | COc1ccc(C2CC(=O)Oc3cc(C)c(Cl)c(C)c32)cc1 (stereo unspecified) | -9 | 2 | -2 | -23 | -5

# | rCAG RNA binder | mABHD4 FP | MBD2 DNA inh | SIAE inh | LEDGF integ inh
1 | 2 | -2 | 2 | -1 | -6
2 | 1 | -2 | 2 | -8 | 1
3 | 0 | 4 | -4 | 3 | 3
4 | -4 | 3 | -5 | -6 | -6
5 | 2 | -2 | -6 | -9 | -2
6 | 3 | -4 | 5 | -4 | 1
7 | -3 | 0 | 2 | -2 | -3
8 | -5 | -1 | -5 | -3 | 0
9 | -1 | -5 | 1 | -6 | -2
10 | -3 | -15 | -3 | 5 | -1
11 | 22 | -5 | 1 | -9 | 0
12 | 2 | -9 | -5 | -6 | 2
13 | 9 | -29 | 5 | -24 | 6
14 | 2 | -2 | -3 | -2 | -3
15 | 3 | -13 | -2 | 2 | 3

Two records drawn at random from the list so far, as already listed:
# | SMILES | PRMT1 inh | TCR-CD3 inh | GC-B act | HTRA1 inhibitor | TDP2 inh
9 | COc1cc(NC(=O)CCNC(=O)Cn2cnc3ccccc3c2=O)cc(OC)c1OC | 0 | 2 | -2 | 3 | -3
14 | CCSc1c([N+](=O)[O-])c(=O)n(-c2ccccc2)c2ccccc12 | 0 | -2 | -2 | -4 | -7

# | rCAG RNA binder | mABHD4 FP | MBD2 DNA inh | SIAE inh | LEDGF integ inh
9 | -1 | -5 | 1 | -6 | -2
14 | 2 | -2 | -3 | -2 | -3

The listing continues:
# | SMILES | PRMT1 inh | TCR-CD3 inh | GC-B act | HTRA1 inhibitor | TDP2 inh
16 | CCCCN(C(=O)CC1CCCCC1)c1c(N)n(CC(C)C)c(=O)[nH]c1=O | 1 | -1 | -2 | 2 | -8
17 | COc1ccc(O)c(/C=N/N=C/c2cccc([N+](=O)[O-])c2)c1 | 2 | 6 | -3 | 2 | -2
18 | CCOC(=O)C1=C(NC#N)OC(C)=C(C)C1c1ccc(O)cc1 (stereo unspecified) | -1 | 1 | -3 | 6 | 3
19 | COc1ccccc1NC(=O)COC(=O)c1c(NC(C)=O)sc(C)c1C | 5 | 6 | 5 | -5 | 10
20 | CCOC(=O)c1c(CCl)nc2ccccc2c1-c1ccccc1 | 4 | 4 | -11 | -4 | -6
21 | CC(C)N1C(=O)S/C(=C/c2ccc(Sc3nc4ccccc4[nH]3)o2)C1=O | 0 | 1 | -2 | -21 | 1
22 | O=C(CSc1cccc(C(F)(F)F)c1)Nc1ccc(Cl)cc1Cl | -4 | -1 | -2 | -15 | 5
23 | C=CC[n+]1c(C)csc1Nc1cccc(Br)c1 | -3 | -2 | -2 | -3 | 12
24 | O=c1cc(CN2CCN(c3ccccc3F)CC2)c2c(ccc3ccccc32)o1 | 0 | -6 | 4 | / | -6
25 | Cc1c(C(=O)N2CCCCC2)sc(NC(=O)C2CC2)c1C#N | -3 | 0 | 5 | -2 | -3
26 | Cc1c(NC(=O)c2ccc(N(Cc3ccccc3)S(C)(=O)=O)cc2)c(=O)n(-c2ccccc2)n1C | 3 | -4 | 1 | -5 | 3
27 | Cc1cc2c(OCC(O)CNC3CCCCC3)cccc2[nH]1 (stereo unspecified) | 0 | 0 | -7 | 4 | -2
28 | COc1ccc(C(CNC(=O)c2cc(S(=O)(=O)N3CCCCC3)ccc2C)N2CCCC2)cc1 (stereo unspecified) | -1 | 1 | -15 | 0 | -8
29 | CCN(c1ccccc1)S(=O)(=O)c1ccc(OC)c(NC(=O)c2cccs2)c1 | -2 | 9 | 1 | -24 | -12
30 | CCOC(=O)c1cc(CC)sc1N1C(=O)CC(Sc2ncccc2C(=O)O)C1=O (stereo unspecified) | 8 | 4 | 0 | -6 | 5

# | rCAG RNA binder | mABHD4 FP | MBD2 DNA inh | SIAE inh | LEDGF integ inh
16 | 2 | -10 | 6 | 4 | -1
17 | -2 | -1 | -1 | -7 | -1
18 | 5 | 11 | -4 | 11 | 2
19 | 3 | -1 | 3 | 1 | -3
20 | -3 | 4 | 5 | -5 | -6
21 | 4 | -8 | 2 | -15 | 1
22 | -3 | -1 | 3 | 5 | 1
23 | -4 | 3 | 1 | -3 | 2
24 | 7 | -1 | -7 | -2 | -1
25 | -2 | 0 | -6 | 3 | -3
26 | -4 | -1 | -4 | 4 | 2
27 | 4 | 6 | 2 | 5 | -1
28 | 2 | 0 | -4 | 1 | -3
29 | -1 | -8 | 1 | -5 | 1
30 | 18 | 2 | -4 | 4 | 2

The listing continues:
# | SMILES | PRMT1 inh | TCR-CD3 inh | GC-B act | HTRA1 inhibitor | TDP2 inh
31 | O=C(c1cc2c(s1)-c1ccccc1OC2)N1CCN(c2ccccn2)CC1 | -4 | 3 | -9 | -6 | -4
32 | COc1ccc(-n2nnnc2C(c2cccc(OC)c2OC)N2CCN(C/C=C/c3ccccc3)CC2)cc1 (stereo unspecified) | -3 | 2 | 1 | / | -9
33 | O=C(CN(c1ccccc1)S(=O)(=O)c1ccc(Cl)cc1)Nc1cccnc1 | -3 | 0 | -12 | -12 | -10
34 | CCc1ccc(-c2nc(CS(=O)CC(=O)NCCc3ccccc3)c(C)o2)cc1 (stereo unspecified) | 4 | 3 | 0 | -4 | 12
35 | O=S(=O)(NCc1ccccc1)c1ccc(S(=O)(=O)N(Cc2ccccn2)C2CCCC2)cc1 | -1 | -7 | 2 | -32 | 1
36 | COC(=O)C1CCN(c2nc3ccccc3nc2C(C#N)C(=O)NCCc2ccccc2)CC1 (stereo unspecified) | 0 | -8 | -1 | -1 | -9
37 | COc1c(O)ccc(C2NC(=O)NC(C)=C2C(=O)Nc2ccccc2C)c1[N+](=O)[O-] (stereo unspecified) | 0 | 3 | 1 | 11 | 19
38 | Cn1c(NC(=O)CCc2ccccc2)cc(=O)n(C)c1=O | 5 | -7 | -7 | 5 | -11
39 | COc1ccc(CC(C)CC(=O)Nc2ccc(OC)cc2)cc1 (stereo unspecified) | 2 | -1 | 3 | -3 | 6
40 | Cc1ccc(NC(=O)CCC(=O)N2CCOc3ccccc32)c(Cl)c1 | -2 | 2 | 6 | -6 | -3
41 | CCn1c(=O)c2ccccc2n(Cc2cccc([N+](=O)[O-])c2)c1=O | -1 | 3 | -3 | -6 | 3
42 | O=C(NCCN1CCN(C(=O)c2cccc([N+](=O)[O-])c2)CC1)C(=O)NCc1ccc(Cl)cc1 | 0 | -1 | -1 | -6 | -7
43 | CC(C)N(Cc1cc2ccccc2[nH]c1=O)C(=O)c1cccc([N+](=O)[O-])c1 | 7 | 0 | 3 | -2 | 6

# | rCAG RNA binder | mABHD4 FP | MBD2 DNA inh | SIAE inh | LEDGF integ inh
31 | 2 | 0 | -4 | 2 | 1
32 | 6 | 1 | -1 | 4 | -4
33 | 0 | -4 | 1 | 2 | 6
34 | 2 | 1 | -3 | -1 | 2
35 | 1 | -4 | 1 | -5 | 2
36 | 1 | 6 | -6 | 3 | -7
37 | 4 | 11 | -4 | 12 | 9
38 | 0 | 0 | 6 | -1 | 5
39 | -6 | 3 | -9 | -6 | 6
40 | 1 | 8 | -6 | 3 | 7
41 | -2 | 8 | 4 | 1 | 0
42 | -3 | -7 | 2 | 1 | 2
43 | -4 | 0 | -1 | -6 | -4

In the list so far, these have two or more sulfur atoms.
# | SMILES | PRMT1 inh | TCR-CD3 inh | GC-B act | HTRA1 inhibitor | TDP2 inh
11 | CCCC(=O)Nc1nc(C)c(-c2csc(Nc3ccccc3OC)n2)s1 | 7 | -5 | -4 | 7 | 9
12 | COc1cc(OC)cc(-c2c(Sc3ccccc3)c3cc(-c4ccc(SC)cc4)ccc3n2C)c1 | -4 | -2 | 1 | / | -3
21 | CC(C)N1C(=O)S/C(=C/c2ccc(Sc3nc4ccccc4[nH]3)o2)C1=O | 0 | 1 | -2 | -21 | 1
29 | CCN(c1ccccc1)S(=O)(=O)c1ccc(OC)c(NC(=O)c2cccs2)c1 | -2 | 9 | 1 | -24 | -12
30 | CCOC(=O)c1cc(CC)sc1N1C(=O)CC(Sc2ncccc2C(=O)O)C1=O (stereo unspecified) | 8 | 4 | 0 | -6 | 5
35 | O=S(=O)(NCc1ccccc1)c1ccc(S(=O)(=O)N(Cc2ccccn2)C2CCCC2)cc1 | -1 | -7 | 2 | -32 | 1

# | rCAG RNA binder | mABHD4 FP | MBD2 DNA inh | SIAE inh | LEDGF integ inh
11 | 22 | -5 | 1 | -9 | 0
12 | 2 | -9 | -5 | -6 | 2
21 | 4 | -8 | 2 | -15 | 1
29 | -1 | -8 | 1 | -5 | 1
30 | 18 | 2 | -4 | 4 | 2
35 | 1 | -4 | 1 | -5 | 2
